# All columns: NCI-60 one-dose screen, growth in % after 48 h at 10 µM unless noted; 100 = growth as untreated, 0 = no growth, -100 = all killed.
# A549/ATCC = A549/ATCC NSCLC; 3.7% of 81,000 active; AID 1794740
# LOX IMVI = LOX IMVI melanoma; 7.4% of 79,000 active
# M14 = M14 melanoma; 6.2% of 80,000 active; AID 1794745
# SK-MEL-5 = SK-MEL-5 melanoma | 6.4% of 80,000 active | AID 1794755
# HOP-62 = HOP-62 NSCLC; AID 1794735; 3.9% of 80,000 active
# EKVX = EKVX NSCLC | 3% of 71,000 active | AID 1794765
# CCRF-CEM = CCRF-CEM leukemia | 7% of 77,000 active | AID 1794778
# HOP-92 = HOP-92 NSCLC cells | 6.3% of 71,000 active | AID 1794738
# An asterisk follows results filed as active; / = no result given; & = joins results of further samples; [ ] = remark or other dose. The calls were made as follows: active = growth percent below 10; inactive = the rest. Rows are unselected (roughly 12% active in at least one column).
SMILES,A549/ATCC,LOX IMVI,M14,SK-MEL-5,HOP-62,EKVX,CCRF-CEM,HOP-92
COc1ccc(-c2nc3ccccc3n3cccc23)cc1,102.3,90.0,100.2,99.0,116.4,97.2,89.9,/
CC(=O)NC1=C(C#N)C(c2ccccc2Cl)c2c(ccc3ccccc23)O1 (stereo not drawn),67.1,/,31.1,56.7,59.2,63.5,60.8,72.5
CCOC(=O)C(CCC#N)(CCC#N)C(C)=O,105.2,96.1,99.7,98.1,115.2,/,100.8,105.1
Oc1[nH]c2cc(Cl)ccc2c1/C=c1/ccc2c(c1)N=C(c1cc(F)cc(F)c1)N=2,37.9,37.7,-9.9*,15.5,25.3,57.2,9.3*,/
COC(=O)CCCCI,103.9,106.1,109.7,104.0,111.9,/,90.9,95.3
O=c1[nH]nc(-c2ccc(Br)cc2)cc1Cc1cccc(Cl)c1,52.6,105.9,121.6,103.2,111.0,68.4,95.6,58.1
Cn1cc(C2=C(c3cccc4ccccc34)C(=O)NC2=O)c2cc(Br)ccc21,91.3,89.8,113.9,93.5,111.0,88.5,84.0,170.8
CCCCOc1nc2ccc(Cl)cc2cc1/C=C/C(=O)/C=C/c1ccc(OC)cc1,92.1,71.5,66.3,93.9,110.0,110.2,87.2,93.4
N#C/C(=C(/O)CCCO)c1nc2ccccc2c(=O)[nH]1,95.3,98.0,104.9,107.1,99.0,108.1,97.8,84.9
COC(=O)[C@H](Cc1ccc(O)cc1)n1cc(COC(=O)c2cccc3c(=O)c4ccccc4n(Cc4cn([C@@H](Cc5ccc(O)cc5)C(=O)OC)nn4)c23)nn1,99.5,90.3,99.8,100.3,98.5,105.2,103.1,75.2
COC(=O)[C@@]1(/C=C/c2ccccc2)C(=O)N(c2ccc(OC)cc2)[C@@]1(C(=O)OC)c1ccccc1,84.3,89.0,82.3,71.7,94.5,74.1,76.6,/
O=C(Nc1cccc2[nH]c(C(F)(F)F)nc12)c1ccco1,100.5,94.1,98.0,97.4,91.1,/,101.6,121.8
NNC(=O)CC(=O)Nc1ccccc1Cl,89.8,105.0,97.0,103.8,85.4,99.0,91.3,106.4
C(=N\C(/N=C/c1ccco1)c1ccco1)/c1ccco1,107.4,97.7,97.0,98.6,110.7,118.5,100.4,90.9
N#Cc1c(-c2ccccc2)nc(SCCC(=O)N2CCN(c3ccccc3)CC2)[nH]c1=O,92.9,98.2,96.5,103.5,88.6,/,91.0,/
O=C1/C(=N\c2nnc(-c3ccc(Cl)cc3)s2)c2ccccc2N1Cc1ccccc1,101.5,94.7,95.6,102.9,85.2,99.4,98.9,66.9
Cn1cc(/C=C(\C#N)C(=O)Nc2ncc(Cc3ccccc3Cl)s2)c2ccccc21,93.8,96.7,98.1,99.8,114.7,102.1,100.0,128.7
COc1ccc2[nH]cc(-c3cc(-c4ccc(OC)c(OC)c4)nc(N)c3C#N)c2c1,93.4,85.5,106.4,93.4,48.6,95.9,96.9,64.5
Nc1nc(N)c2c(n1)NC(c1ccc(Cl)cc1)CC(c1ccc(Nc3nc(NCCO)nc(N4CCOCC4)n3)cc1)=N2 (stereo not drawn),86.3,61.2,88.1,67.4,80.2,89.8,48.2,/
C#CCNC(=O)CCC(=O)OC[C@]12CC[C@@H](C(=C)C)[C@@H]1C1CC[C@@H]3[C@@]4(C)CCCNC(C)(C)[C@@H]4CC[C@@]3(C)[C@]1(C)CC2 (stereo partly drawn),-76.5*,-100.0*,-80.4*,-100.0*,-23.9*,2.9*,-13.2*,-14.4*
CCCn1cc2c(=O)nc3sc(Cc4ccc(C)cc4)c(C)n3c2n1,95.8,93.8,119.2,98.0,108.4,92.0,102.4,84.8
S=C(S)Nc1ccc(Cl)cc1,95.3,89.4,97.5,102.3,102.6,99.8,74.4,72.6
CC1(C)C=C2[C@H]3C[C@@H](O)[C@@H]4[C@@]5(C)C[C@@H](O)[C@H](O)C(C)(C)[C@@H]5CC[C@@]4(C)[C@]3(C)CC[C@@]2(C)CC1,93.9[9 µM],96.8[9 µM],113.0[9 µM],106.6[9 µM],93.0[9 µM],102.2[9 µM],111.6[9 µM],113.4[9 µM]
C=CC(=O)OCCCCCCCCCCCC,94.1,97.3,92.9,106.0,76.8,97.0,100.3,96.6
COc1cc2c(cc1-c1c(C)noc1C)ncc1nc(C3CCC(F)(F)CC3)n(C3CCC(OC(F)F)CC3)c12 (stereo not drawn),64.1,35.2,55.1,43.7,37.1,53.9,/,12.9
CC1(C)NC2=C(C(Nc3cccnc3)N1)C(c1ccc(Cl)cc1)C(C(=O)c1ccc(N=[N+]=[N-])cc1)O2 (stereo not drawn),98.2,/,95.8,100.6,98.5,97.4,97.5,90.5
CC(=O)O[C@@H]1CC[C@]2(C)C3=C(CC[C@H]2[C@@]1(C)CO)[C@@]1(C)CC[C@@H]([C@H](CCC=C(C)C)C(=O)O)[C@]1(C)CC3,84.6,101.8,87.6,98.7,97.6,90.8,87.1,100.7
O=C1N=c2ccccc2=C/C1=C\c1cc(-c2ccccc2)[nH]c1O,90.8,87.2,98.5,87.3,94.5,82.9,82.9,43.7
CC1=C(/C=C/C(C)=C/C=C/C(C)=C/C=C/C=C(C)/C=C/C=C(C)/C=C/C2=C(C)CCCC2(C)C)C(C)(C)CCC1,92.8,98.2,95.2,/,101.6,112.7,66.0,91.9
Cc1cc(=O)oc2cc(OCCCOc3ccc(/C=C/C(=O)Nc4ccccc4F)cc3)ccc12,99.6,97.2,106.3,97.2,94.0,98.2,102.4,74.0
O=c1c([N+](=O)[O-])c[nH]c2cc(Cl)ccc12,100.9,101.2,107.0,96.8,100.3,/,100.5,/
O=c1oc2cc(NCCN3CCOCC3)ccc2cc1-c1nc2ccccc2[nH]1,99.4,95.6,98.8,94.0,93.5,/,91.1,76.7
CC1(C)[C@@H](O)/C(=C\c2ccccn2)C[C@]2(C)[C@H]3CC[C@@H]4[C@@H](C(=O)/C=C\c5ccccn5)CC[C@@]4(C)[C@]3(C)CC[C@@H]12,71.0,34.8,72.1,72.5,106.8,107.1,16.6,64.0
CC(C)(O)c1cccc2ccccc12,100.9,93.8,95.3,102.3,105.0,100.3,94.4,103.2
C#CCOc1ccc(C2=NN(C)C3N=C(Cl)c4ncn(C)c4N23)cc1OCC#C (stereo not drawn),104.1,89.2,104.0,86.1,95.5,102.4,87.4,79.8
Nc1nc(C(=O)NNC(=S)Nc2ccccc2)nn1-c1ccc(S(N)(=O)=O)cc1,101.1,98.6,102.0,106.7,102.4,103.8,108.7,93.5

# Look-ups from the list:
# Reading of `CC(=O)NC1=C(C#N)C(c2ccccc2Cl)c2c(ccc3ccccc23)O1` (stereo not drawn) in CCRF-CEM: 60.8
# Reading of `Nc1nc(C(=O)NNC(=S)Nc2ccccc2)nn1-c1ccc(S(N)(=O)=O)cc1` in M14: 102.0

# More entries
SMILES,A549/ATCC,LOX IMVI,M14,SK-MEL-5,HOP-62,EKVX,CCRF-CEM,HOP-92
O=C(CC(c1ccccc1)c1cccc2ccccc12)c1ccccc1 (stereo not drawn),97.8,89.6,106.0,103.5,101.1,63.7,91.4,81.4
Cc1ccc(C2SCC(=O)N2Cc2ccccc2)cc1 (stereo not drawn),101.8,97.9,104.2,105.0,104.5,89.5,79.2,81.7
COC(=O)/C(CCC=C(C)C)=C1\[C@@H](OC(C)=O)C[C@@]2(C)[C@H]1C[C@@H](O)[C@H]1[C@@]3(C)CC[C@H](NCCN)[C@@H](C)[C@@H]3CC[C@@]12C,88.9,84.5,87.0,88.3,93.0,82.2,79.4,53.1
COc1ccc(Cl)cc1NC(=O)OCCCl,96.7,100.2,97.1,97.9,89.1,96.1,101.5,101.0
CN(C)c1ccc(C(=S)c2ccc(N(C)C)cc2)cc1,67.0,69.0,51.1,30.5,65.8,98.2,77.3,71.3
COc1ccc2[nH]c(=O)c(CN3CCN(c4nccc(-c5ccc6ccccc6c5)n4)CC3)cc2c1,64.5,90.3,91.9,86.4,93.9,78.9,71.5,90.1
CC(C)c1cccc(O)c1,106.6,96.6,/,105.4,101.9,102.9,103.9,94.6
COc1ccc2[nH]c(C(=O)NCc3ccccc3)cc2c1,100.3,103.8,104.1,97.9,104.7,78.1,85.2,/
COc1cc(C2C=C(C)N=C3SC(C)=NN32)cc(OC)c1OC (stereo not drawn),103.2,96.3,102.4,100.6,95.9,/,91.8,90.9
CC(C)(CNC1CCCCC1)OC(=O)c1ccccc1,107.9,96.7,102.0,97.7,102.0,/,84.7,/
Cc1c(C(=O)/C=C/Oc2ccc(S(N)(=O)=O)cc2)sc2nc3ccccc3n12,103.8,101.3,102.2,107.1,110.8,108.1,101.8,104.0
CC(C)OC(=O)CCc1c[nH]c2ccccc12,94.8,94.6,100.1,106.3,102.0,104.3,17.1,92.3

# An excerpt from above in order of length of the SMILES, rising:
SMILES,A549/ATCC,LOX IMVI,M14,SK-MEL-5,HOP-62,EKVX,CCRF-CEM,HOP-92
CC(C)c1cccc(O)c1,106.6,96.6,/,105.4,101.9,102.9,103.9,94.6
NNC(=O)CC(=O)Nc1ccccc1Cl,89.8,105.0,97.0,103.8,85.4,99.0,91.3,106.4
C(=N\C(/N=C/c1ccco1)c1ccco1)/c1ccco1,107.4,97.7,97.0,98.6,110.7,118.5,100.4,90.9
O=C(CC(c1ccccc1)c1cccc2ccccc12)c1ccccc1 (stereo not drawn),97.8,89.6,106.0,103.5,101.1,63.7,91.4,81.4
CCCn1cc2c(=O)nc3sc(Cc4ccc(C)cc4)c(C)n3c2n1,95.8,93.8,119.2,98.0,108.4,92.0,102.4,84.8
Cc1c(C(=O)/C=C/Oc2ccc(S(N)(=O)=O)cc2)sc2nc3ccccc3n12,103.8,101.3,102.2,107.1,110.8,108.1,101.8,104.0
COc1ccc2[nH]cc(-c3cc(-c4ccc(OC)c(OC)c4)nc(N)c3C#N)c2c1,93.4,85.5,106.4,93.4,48.6,95.9,96.9,64.5
COc1ccc2[nH]c(=O)c(CN3CCN(c4nccc(-c5ccc6ccccc6c5)n4)CC3)cc2c1,64.5,90.3,91.9,86.4,93.9,78.9,71.5,90.1
COC(=O)[C@@]1(/C=C/c2ccccc2)C(=O)N(c2ccc(OC)cc2)[C@@]1(C(=O)OC)c1ccccc1,84.3,89.0,82.3,71.7,94.5,74.1,76.6,/

# New compounds follow.
SMILES,A549/ATCC,LOX IMVI,M14,SK-MEL-5,HOP-62,EKVX,CCRF-CEM,HOP-92
Nc1ccc2c(c1)nnn2-c1ccccc1,100.0,99.1,111.3,99.8,95.4,112.9,81.7,/
CC(=O)N(c1ccccc1)C(C(=O)c1ccccc1)c1ccccc1 (stereo not drawn),102.4,86.2,103.2,103.9,102.1,84.9,80.1,63.1
O=C(/C(=C/c1ccc([N+](=O)[O-])cc1)c1ccccc1)c1ccccc1,48.7,5.0*,51.6,43.6,88.9,/,0.6*,/
CC(=O)Oc1ccc(OC(C)=O)c2c1CC(C)=C(C)C2,97.6,95.3,119.5,100.4,145.9,98.1,37.2,/
O=C(O)c1ccccc1-c1nnc2c(Cc3ccccc3)nc3ccccc3n12,100.4,90.5,96.1,96.8,101.3,95.7,97.7,94.1
CC(=O)OC[C@]12CCC(C)(C)C[C@H]1[C@@H]1NCC[C@@H]3[C@@]4(C)CCCNC(C)(C)[C@@H]4CC[C@@]3(C)[C@]1(C)CC2,97.5,100.1,100.7,86.4,102.5,98.1,73.1,64.0
O=S(=O)(Oc1ccc(-c2cn3ccoc3n2)cc1)N1CCCCC1,99.8,102.4,104.7,100.8,109.9,101.5,107.6,108.1
Nc1nc(Nc2ccccn2)nn1Cc1ccccc1,102.0,100.3,101.4,100.4,96.8,95.2,95.1,86.8
Fc1ccc(-c2ncnc3c2ncn3C/C=C/CCl)cc1,94.8,92.7,/,92.4,98.9,102.6,82.9,82.5
COc1ccc(/C=N\NC(=O)c2cc(-c3ccc(Cl)cc3)n(-c3ccc(OC)cc3)n2)cc1,80.7,91.8,94.0,91.9,84.5,88.6,93.1,83.8
O=C1/C(=C/c2ccc(O)c(O)c2)Oc2cc(O)ccc21,105.8&98.2,101.6&100.1,102.6&111.3,92.5&93.0,106.0&106.7,108.8&115.2,82.7&88.9,121.9&139.2
CS(=O)(=O)c1cc(C(=O)O)cc(NCc2ccccc2)c1Oc1ccccc1,98.9,99.3,100.1,102.0,99.6,/,95.2,95.1
CCOC(=O)N1CCN(/C(=N/c2sc(-c3ccccc3)nc2-c2ccccc2)c2ccc(C)cc2)CC1,77.2,/,87.6,66.5,90.5,92.6,76.3,131.2
Cc1ccc2nc(-c3ccc(N4C(=O)/C(=C/c5ccc(N(C)C)cc5)N=C4c4ccccc4)cc3)sc2c1,63.6,81.3,96.3,84.2,91.7,/,57.1,77.5
CCOC(=O)c1cc(C(=O)c2ccc(Br)cc2)n2c1ccc1c3ccccc3ccc12,99.2,96.0,97.3,101.2,82.0,99.4,97.3,98.3
CC(C)COc1ccc(O)cc1,93.6,86.1,91.0,90.2,95.4,100.3,55.4,86.0
O=c1cc(-c2ccccc2)oc2c1ccc1c(O)cccc12,71.2,60.8,84.1,79.4,99.9,90.9,75.7,85.2
CN(C)C(=O)Cn1c(=O)[nH]c2ccccc2c1=O,104.4,95.7,97.6,97.5,102.3,100.3,94.8,107.0
Fc1ccc(/C=C/c2cc(N3CCOCC3)c3cc(F)c(F)cc3n2)cc1,96.4,93.8,81.2,77.4,100.2,/,95.8,85.3
CC1(C)OC1(C#N)c1ccccc1 (stereo not drawn),88.1,107.5,97.6,/,114.8,105.2,99.8,111.1
Cc1cc(O)c(C(C)C)cc1N=Cc1ccccc1Cl,101.2,92.9,108.4,106.2,102.1,104.8,/,85.8
O=S(=O)(Nc1ccc(Cl)nn1)c1ccc(N=C=S)cc1,95.4,93.5,96.0,101.3,94.1,98.0,100.2,86.5
Cc1ccccc1NC(=O)Cc1csc(N/N=C2\NC(=O)/C(=C/c3cccc([N+](=O)[O-])c3)S2)n1,99.8,89.0,92.5,91.1,102.7,89.5,96.0,85.3
O=C(/C=C/c1cn(-c2ccccc2)nc1-c1ccccc1)OCc1cn(-c2ccccc2[N+](=O)[O-])nn1,86.3,85.8,98.6,87.9,84.6,80.4,87.5,/
NC(=O)c1ccccc1NC(=O)COc1ccc(Cl)cc1,96.6,101.4,93.1,98.5,89.1,97.2,92.9,77.6

# Screening results (PubChem)
